# Screens as filed in PubChem BioAssay.
# TRAIL sens C8 = sensitizes caspase-8 expressing cells to TRAIL; 360,000 compounds, 1% hits; NB7+C8 cells + TRAIL, ATPlite viability luminescence; inhibition (viability loss, TRAIL sensitization), % at 10 µM; AID 624354;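 active = compounds causing at least 50% loss of cell viability in the single-dose screen, relative to plate controls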
# KKLEB tox = reduces viability of KKLEB cystic fibrosis airway cells. KKLEB CF airway cells viability, ATPlite luminescence, overnight; hits give low values; cells stimulated with P. aeruginosa culture filtrate. activity change (cytotoxicity), % at 5 µM. 360,000 compounds, 0.36% hits;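 active = corrected activity change at or below -50% at 5 µM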
# Shn3 inh set2 = reduces Shn3 3'UTR luciferase signal in osteoblasts; 360,000 compounds, 0.52% hits; Clone20 osteoblast Shn3 3'UTR firefly luciferase, 24 h; AID 588674; inhibition, % at 12.5 µM;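 active = mean inhibition of at least 75% with every replicate also reaching 75%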;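 note: 0% = median of neutral control wells and 100% = pilot-screen positive control compound; some compounds past the cut are filed as inactive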
# CF NFkB inh = blocks PAF-induced NF-kB reporter in cystic fibrosis cells | KKLEB NF-kB-GFP reporter, GFP fluorescence overnight | inhibition, % at 5 µM | 360,000 compounds, 0.86% hits;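 active = at least 50% inhibition at 5 µM, scaled per plate between neutral and stimulator controls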;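 note: PAF is a Pseudomonas aeruginosa culture filtrate used as stimulus; plate controls were PAF-stimulated DMSO wells for no effect and unstimulated DMSO wells for full effect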
# MITF TRPM1 inh = MITF TRPM1 promoter inhibition in SK-MEL-5 cells. SK-MEL-5 TRPM1 promoter luciferase, 24 h. inhibition, % at 12.5 µM. 330,000 compounds, 0.83% hits. AID 488899;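 active = mean inhibition across replicates of 60% or more, whatever share of single replicates reaches that level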; note: values of inactives mirror those of a sister screen read the other way
# NR2E3 ag-1 = activates human photoreceptor nuclear receptor NR2E3; Q9Y5X4; GST-NR2E3/biotin-RetCOR TR-FRET, 1536-well; inhibition of corepressor binding, % at 4.78 µM; 320,000 compounds, 0.12% hits; AID 2300;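 active = percent inhibition above the cutoff of mean plus 3 SD of all tested compounds, set per screening campaign, cut at about 20% in these data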;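 note: 0% = DMSO wells and 100% = biotin wells as full block of FRET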
# Target sequence (Q9Y5X4 whole entry, looked up): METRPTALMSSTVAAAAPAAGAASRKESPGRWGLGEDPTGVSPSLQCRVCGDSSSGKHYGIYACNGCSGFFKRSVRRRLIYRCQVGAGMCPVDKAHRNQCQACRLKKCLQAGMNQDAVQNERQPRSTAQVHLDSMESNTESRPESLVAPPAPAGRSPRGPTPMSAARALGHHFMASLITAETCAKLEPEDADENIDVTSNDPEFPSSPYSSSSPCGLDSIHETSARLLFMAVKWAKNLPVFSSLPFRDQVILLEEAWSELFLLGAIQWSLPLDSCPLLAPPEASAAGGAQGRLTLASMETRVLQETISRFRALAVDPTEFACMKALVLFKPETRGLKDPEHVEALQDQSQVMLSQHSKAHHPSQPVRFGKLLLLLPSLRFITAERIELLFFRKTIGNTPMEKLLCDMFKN
#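 System: GST-tagged NR2E3 plus biotinylated RetCOR corepressor; Buffer or medium: pH 7.5 Tris-based buffer; Probe or stimulus: RetCOR corepressor, biotinylated, 7 nM; Doses: compound at 4.8 µM, single dose; Schedule: 5 h incubation at 4 °C; Technique: time-resolved FRET; Evaluation: percent inhibition of TR-FRET ratio; Replication: one well per compound, singlicate testing.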
# LMP1 NFkB inh = reduces LMP1-driven NF-kappaB luciferase signal; AID 504558; 350,000 compounds, 0.69% hits; LMP1-induced NF-kappaB luciferase reporter cells, luminescence; inhibition, % at 12.5 µM; in the data active = inhibition above about 41%;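 note: 0% = neutral control wells and 100% = reference inhibitor control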
# Peg3 prom inh = inhibitors of Peg3 promoter; HeLa PEG-Prom luciferase reporter, luminescence, overnight; 360,000 compounds, 1.7% hits; inhibition, % at 20 µM; AID 588405;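 active = inhibition of at least 50% at 20 µM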
# hiPSC survival = hiPSC single-cell survival enhancement | ATPlite luminescence; 100% = ROCK inhibitor wells, 0% = DMSO | survival enhancement, % at 20 µM | 360,000 compounds, 0.044% hits | AID 602274; in the data active = survival enhancement above about 18%;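 note: cells exposed to compounds for 16 hours before the ATP read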
# NR2E3 ag-2 = agonists of human NR2E3 nuclear receptor | Q9Y5X4 | CHO-S Gal4-NCOR/VP16-NR2E3 two-hybrid, luciferase | inhibition of corepressor binding, % at 3.98 µM | 360,000 compounds, 0.35% hits | AID 602229;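 active = inhibition above the mean of all tested compounds plus 3 SD, cut at about 70% in these data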;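 note: 0% = DMSO with NR2E3 transfected cells and 100% = cells lacking NR2E3 construct; higher means lower luciferase signal from less NR2E3 corepressor binding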
# HIF-2a block = inhibitors of HIF-2a; 786-0 RCC cells HIF-2a reporter, luciferase luminescence, overnight; inhibition, % at 18.8 µM; 360,000 compounds, 0.72% hits;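 active = inhibition of the luminescence signal of 40% or more relative to plate controls, in a single-dose primary screen at 18.75 µM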
# Starred values were filed as active, the others as inactive; . = not tested or not shown. These rows are one share of the data (hit frequency here may not be typical).
SMILES,TRAIL sens C8,KKLEB tox,Shn3 inh set2,CF NFkB inh,MITF TRPM1 inh,NR2E3 ag-1,LMP1 NFkB inh,Peg3 prom inh,hiPSC survival,NR2E3 ag-2,HIF-2a block
C=C1CCN([C@@H](Cc2ccccc2)C(=O)NCCC(C)C)S(=O)(=O)c2ccccc21,27.5,-15.2,8.0,16.8,-3.9,5.0,5.8,5.1,-3.6,-17.2,1.6
O=C(N/C(=C\c1ccc([N+](=O)[O-])cc1)C(=O)N1CCCCC1)c1ccccc1Br,1.9,-3.3,-12.8,3.6,17.2,1.3,12.9,7.2,1.0,-2.9,6.0
CCOC(=O)CC(C(=O)OCC)P(=O)(c1ccccc1)c1ccccc1 (stereo unspecified),1.5,3.4,-75.7,13.0,-4.7,5.7,1.4,1.4,-2.7,-18.4,17.4
CC(C)C[C@@H](CNCC(=O)[C@H](Cc1ccccc1)NC(=O)c1[nH]cnc1C(=O)N[C@@H](C)CN)NC(=O)c1nc[nH]c1C(=O)N[C@@H](CC(=O)O)C(=O)O,-19.3,2.3,-1.2,-15.1,0.6,.,-1.1,-5.8,0.3,-72.7,-9.7
Cc1ccsc1C(=O)OCC(=O)Nc1c(C)n(C)n(-c2ccccc2)c1=O,1.9,-6.4,10.6,-0.7,0.3,-2.5,-3.3,5.8,5.0,-9.6,-14.9
CN(CC(=O)Nc1ccc([N+](=O)[O-])cc1Br)Cc1c(F)cccc1Cl,22.1,-19.2,.,18.6,-0.1,0.5,5.2,13.3,-0.2,2.4,-45.2
CCCCN(C)C1CCN(C(=S)Nc2cccc(OC)c2)CC1,-18.8,10.1,-2.8,2.1,6.8,-1.8,-3.0,1.8,0.6,-0.1,18.0
O=C(c1c(Cl)cccc1Cl)N1CCN(c2cccc3[nH]ccc23)CC1,-1.3,-3.4,14.5,-0.8,-3.0,1.6,7.0,7.8,-0.5,-5.8,25.1
NC(=O)C1CCN(CC(=O)Nc2ccc3c(c2)OCO3)CC1,4.3,2.3,0.2,-20.3,.,.,1.1,-10.8,2.9,-58.8,8.6
Cc1ccc(Cl)cc1NC(=O)C1CCCN(c2cnccn2)C1 (stereo unspecified),-1.2,9.2,-18.5,8.0,0.1,0.2,1.8,16.1,0.1,-34.2,4.0
Cc1nn(-c2ccccc2)c(N2CCCC2)c1/C=N/NC(=S)Nc1ccc(F)cc1,8.8,-8.2,26.9,20.4,6.8,-3.4,4.2,-31.9,-0.3,-22.7,-45.1
Cc1ccc(C(=O)CC(C(=O)O)n2ccc(C)n2)cc1 (stereo unspecified),1.4,4.4,3.0,-0.4,6.2,1.1,1.3,12.1,-0.1,-0.3,8.0
COc1ccc(C)cc1NS(=O)(=O)c1ccc2c(c1)CCN2C(C)=O,2.1,-3.6,21.1,-2.8,4.8,1.1,-5.4,28.9,0.5,5.2,17.3
COc1ccc(S(=O)(=O)Nc2ccccc2C)cc1,17.0,-0.1,-1.6,6.6,5.7,-2.3,-9.6,30.9,0.2,-2.6,12.0
Cc1ccc(C)c(NC(=O)CCN2CCN(c3ccccc3F)CC2)c1,21.6,1.6,-27.6,-18.8,11.9,0.1,-2.1,10.8,-0.4,-7.2,9.6
CCOc1ccc(NC(=O)CN2CCc3cc4c(cc3C2)OCCCO4)cc1OCC,-15.1,9.3,3.6,-0.5,8.9,-2.3,-0.3,0.5,-0.7,-24.4,8.1
COc1ccc(S(=O)(=O)N2CCC(C(=O)N[C@H](C(=O)NCc3ccccc3)C(C)C)CC2)cc1,-3.4,0.4,-0.5,-14.4,.,.,2.9,-6.3,-1.9,-13.9,9.9
CCCNC(=O)c1cc(-c2ccc3c(c2)OCO3)on1,43.2,-4.6,-33.6,7.9,-46.6,1.6,-12.4,-183.5,-0.8,-76.1,-202.7
CCC[n+]1c2ccccc2cc2ccccc21,-3.6,7.6,-10.7,8.9,-9.4,-4.6,-5.2,21.6,-0.7,-1.2,29.2
CSCCC(N=C(NS(=O)(=O)c1ccccc1)c1ccccc1)C(=O)O (stereo unspecified),-12.3,3.2,2.4,-10.0,10.5,-0.8,-3.8,-13.6,0.0,-5.2,13.6
COc1nnc(-c2ccccc2)s1,-2.0,12.8,1.6,-8.6,-11.7,5.0,5.1,-7.8,0.6,-1.4,-41.5
Cc1cc(OCC(=O)O)c2cccc(C)c2n1,-15.9,11.6,11.4,-9.4,4.6,-2.9,1.0,8.0,2.2,-14.7,3.7
Cc1ccc(C(c2nc3ccccc3[nH]2)n2c(-c3ccccc3)nc3ccccc32)cc1 (stereo unspecified),22.9,-20.3,-13.6,-44.7,.,.,.,-272.1,-3.3,-95.1,-244.9
Cc1[nH]nc2c1C(c1ccc(O)cc1)C1=C(CC(C)(C)CC1=O)N2 (stereo unspecified),-0.7,0.0,13.6,-11.3,-21.6,-0.7,-5.8,2.5,0.5,21.3,-30.1
O=C(O)c1ccc(NC(=O)c2cccc(C(=O)Nc3ccc(C(=O)O)cc3)c2)cc1,-2.6,-0.3,4.5,-7.7,1.0,-1.0,-0.8,-5.6,-1.0,-5.2,13.2
# Following part
SMILES,TRAIL sens C8,KKLEB tox,Shn3 inh set2,CF NFkB inh,MITF TRPM1 inh,NR2E3 ag-1,LMP1 NFkB inh,Peg3 prom inh,hiPSC survival,NR2E3 ag-2,HIF-2a block
CN1CCN(S(=O)(=O)c2cccc(C(=O)Nc3sc4c(c3-c3nc5ccccc5[nH]3)CCCC4)c2)CC1,1.9,-15.6,-9.7,10.6,-10.8,-0.1,-28.9,-64.0,-0.5,-57.7,-168.7
COc1cc(NC(=S)N2CCC(C(N)=O)CC2)c(OC)cc1Cl,2.8,-13.8,5.0,1.6,14.1,-0.4,6.2,-8.5,0.0,14.8,2.9
COCCn1c(=S)[nH]c2cc(C(=O)NC3CCCC(C)C3C)ccc2c1=O (stereo unspecified),6.1,7.0,20.9,-7.4,.,.,-9.7,-3.6,-1.0,13.5,-12.8
O=S1(=O)CCC(NC(=S)N2CCOCC2)C1 (stereo unspecified),-11.2,-3.5,25.2,-2.9,2.9,4.8,6.8,4.1,-2.2,-24.6,23.3
Nc1nc(N2CCN(c3ccc(Cl)cc3)CC2)n[nH]1,-7.7,-13.3,-33.7,15.8,2.1,0.6,17.6,-7.3,-1.1,-7.9,1.9
CCOC(=O)c1ccc(S(=O)(=O)NC2CC2)cc1,-5.5,-3.0,-11.3,5.8,-2.5,0.4,3.4,-2.6,-0.7,-19.9,3.2
CN(C)S(=O)(=O)c1cccc(C(=O)NC2CCSc3ccccc32)c1 (stereo unspecified),3.9,-8.3,-2.9,-1.4,-1.9,0.6,-0.9,-10.1,-0.5,-12.0,-27.0
C/C(=N\NC(=O)Cc1ccc(F)cc1)c1ccc(F)cc1,-4.8,9.9,10.0,7.4,3.1,-0.4,5.3,6.1,0.2,-16.8,-2.7
CCCCCCCN1C2=NCCN2c2ccccc21,13.4,1.1,7.2,-9.0,-1.4,4.0,1.7,0.9,-0.2,-16.0,9.0
COc1ccc(-c2[nH]ncc2CN(C)CCCN2CCOCC2)cc1F,0.4,17.5,-5.2,-7.2,-4.4,-0.1,-0.5,6.4,0.3,10.4,9.4
CCc1cc(Br)ccc1NC(=O)C1CCCO1 (stereo unspecified),-1.7,7.4,-36.4,-1.7,-4.1,-0.4,-2.3,-30.2,-0.6,-6.3,10.8
Cc1ccc(NCCCCO)cc1C,-2.8,1.1,1.2,0.4,-0.8,0.1,-5.9,12.0,-1.4,-5.4,-9.4
COc1ccc(C2CCCN2C(=S)Nc2c(C)cccc2C)cc1OC (stereo unspecified),-3.2,-7.8,14.3,8.4,-12.1,-0.6,4.3,9.6,-0.1,-6.1,21.9
O=C(Nc1ccc(Cl)c(Cl)c1)Nc1cc(S(=O)(=O)N2CCOCC2)ccc1N1CCCC1,-11.0,1.9,9.2,10.1,-3.2,-0.5,8.2,37.1,-2.4,5.3,-3.5
Cc1ccc(C)c(C(C)NC(=O)C2CC=CCC2C(=O)O)c1 (stereo unspecified),-4.3,-0.8,-34.2,-17.5,-2.3,0.2,-1.1,1.5,1.0,25.9,-6.8
COc1cc(/C=C/C(=O)Oc2coc(CSc3ncccn3)cc2=O)cc(OC)c1OC,-3.3,-2.5,-5.9,-17.7,1.4,2.7,-1.3,12.6,-0.5,5.9,7.5
CC1CCCCN1C(=O)CCS(=O)(=O)c1cccc2nonc12 (stereo unspecified),-7.9,4.1,-6.8,6.3,0.6,-0.7,2.0,7.8,0.6,-6.9,-20.6
CCn1c2ccccc2c2cc(NC(=O)CNCC3CCCO3)ccc21 (stereo unspecified),1.8,-8.4,6.9,0.2,10.3,-0.9,-12.2,5.7,-0.4,3.1,-2.0
CC(=O)c1cccc(S(=O)(=O)NCCCN2CCOCC2)c1,-9.7,4.8,-1.3,3.8,10.7,4.9,-4.4,-12.2,-1.7,5.5,-4.8
Cc1cc(=O)[nH]c(SCC(=O)Nc2ncc(S(=O)(=O)c3ccc([N+](=O)[O-])cc3)s2)n1,-1.5,7.5,-4.0,-14.3,5.2,3.0,3.5,9.6,0.8,0.3,3.0
O=C1c2ccccc2C(=O)N1CCCCN(C(=O)c1cc2ccccc2oc1=O)c1ccc(F)cc1F,-8.6,10.7,19.2,-26.0,4.3,0.1,7.4,21.0,-3.0,-4.3,16.5
O=C(CSc1nnnn1C1CCCC1)NCc1ccccc1,-4.5,-1.2,-12.7,10.0,-5.3,-2.1,-1.3,-2.6,-0.5,-1.3,15.4
O=Cc1cn(-c2ccccc2)nc1-c1cc2ccccc2oc1=O,-9.4,3.3,2.9,1.6,-0.6,4.6,-3.7,-45.7,2.2,-2.3,4.6
CCOc1ccccc1NC(=O)CSc1nc(=O)n(CCN2CCOCC2)c2c1CCCC2,-1.4,12.5,0.2,-7.8,8.4,0.4,-3.9,11.8,0.4,-16.0,11.0
Cc1ccc(S(=O)(=O)N2CCN(C(=O)CN(Cc3ccco3)Cc3cccs3)CC2)cc1,-8.2,2.1,-1.2,5.3,4.0,.,-4.2,0.7,-1.5,4.8,2.1
O=C(Cn1cnc2scc(-c3ccccc3)c2c1=O)N1CCOCC1,14.9,0.6,2.6,12.3,-4.1,-0.3,-5.3,1.2,-1.0,-9.5,11.3

# Single records (already shown).
# Shown for Cc1ccc(C(=O)CC(C(=O)O)n2ccc(C)n2)cc1 (stereo unspecified) → TRAIL sens C8 = 1.4; KKLEB tox = 4.4; Shn3 inh set2 = 3.0; CF NFkB inh = -0.4; MITF TRPM1 inh = 6.2; NR2E3 ag-1 = 1.1; LMP1 NFkB inh = 1.3; Peg3 prom inh = 12.1; hiPSC survival = -0.1; NR2E3 ag-2 = -0.3; HIF-2a block = 8.0
# Shown for COc1nnc(-c2ccccc2)s1 → TRAIL sens C8 = -2.0; KKLEB tox = 12.8; Shn3 inh set2 = 1.6; CF NFkB inh = -8.6; MITF TRPM1 inh = -11.7; NR2E3 ag-1 = 5.0; LMP1 NFkB inh = 5.1; Peg3 prom inh = -7.8; hiPSC survival = 0.6; NR2E3 ag-2 = -1.4; HIF-2a block = -41.5
